# EPAC2 antag: qHTS for Antagonist of cAMP-regulated guanine nucleotide exchange factor 2 (EPAC2): primary screen. 360,000 compounds, 0.18% hits. Potency, µM (titrated, usually from 114 µM), inactives show at the top dose activity, negative = inhibition, hits mostly inhibitors. Rap guanine nucleotide exchange factor 4 (Homo sapiens), Q8WZA2. AID 720708, 2013. EPAC2 GEF exchange of Rap1B-BODIPY-GDP, fluorescence; also: potency is read from the fitted curve at half-maximal effect; % is scaled to controls: 0 for no effect and ±100 for the full control effect; nearly all actives have a fitted effect of over 45% in size; many of its hits are not listed in these tables
# Target sequence (Q8WZA2 whole entry, looked up): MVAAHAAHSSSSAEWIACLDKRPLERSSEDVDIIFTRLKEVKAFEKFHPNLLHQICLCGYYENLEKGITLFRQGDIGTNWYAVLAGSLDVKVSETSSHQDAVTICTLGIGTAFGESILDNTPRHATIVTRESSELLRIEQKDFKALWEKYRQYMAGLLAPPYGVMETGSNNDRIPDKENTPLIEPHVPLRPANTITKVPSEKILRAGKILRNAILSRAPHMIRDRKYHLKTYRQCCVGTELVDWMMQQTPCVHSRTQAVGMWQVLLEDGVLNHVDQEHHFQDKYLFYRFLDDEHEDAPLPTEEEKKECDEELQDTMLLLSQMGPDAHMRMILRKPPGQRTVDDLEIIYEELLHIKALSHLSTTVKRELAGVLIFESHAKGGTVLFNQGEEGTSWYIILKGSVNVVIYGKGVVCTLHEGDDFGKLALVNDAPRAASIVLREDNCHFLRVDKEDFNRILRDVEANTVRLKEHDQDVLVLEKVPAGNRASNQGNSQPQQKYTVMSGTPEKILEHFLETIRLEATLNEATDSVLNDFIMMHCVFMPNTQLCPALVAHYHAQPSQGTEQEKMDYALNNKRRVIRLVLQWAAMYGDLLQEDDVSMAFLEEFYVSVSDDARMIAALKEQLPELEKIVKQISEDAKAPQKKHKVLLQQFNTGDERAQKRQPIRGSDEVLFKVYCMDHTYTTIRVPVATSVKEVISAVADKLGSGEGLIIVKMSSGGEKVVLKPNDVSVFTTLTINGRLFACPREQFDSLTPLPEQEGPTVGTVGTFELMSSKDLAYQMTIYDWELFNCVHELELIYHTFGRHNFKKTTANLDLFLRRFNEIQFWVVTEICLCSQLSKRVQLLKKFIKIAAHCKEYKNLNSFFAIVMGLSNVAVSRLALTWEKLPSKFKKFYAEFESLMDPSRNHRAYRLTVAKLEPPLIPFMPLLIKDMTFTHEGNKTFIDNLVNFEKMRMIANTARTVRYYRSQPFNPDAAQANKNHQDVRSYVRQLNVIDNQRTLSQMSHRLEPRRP
# A549 tox: Nrf2 qHTS screen for inhibitors: counterscreen for cytotoxicity; A549 ARE-Fluc cells, CellTiter-Fluor viability, 18-24 h; Potency, µM (highest dose often 46 µM), for the others: at the top dose activity change, negative = cytotoxicity, actives largely listed as inhibitors; 390,000 compounds, 0.16% hits; AID 504648, 2011; also: potency is read from the fitted curve at half-maximal effect; % is scaled to controls: 0 for no effect and ±100 for the full control effect
#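 Cytotoxicity counterscreen: CellTiter-Fluor fluorescence was measured in A549 ARE_Fluc cells after 18-24 h of compound exposure in a concentration series. The subsequent BugLite luminescent read reports ARE-luciferase activity.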
# CCT chaperon mod: High-Throughput Screening for Modulators of Cytosolic Chaperonin Activity; purified chaperonin ATPase assay, HTRF ADP detection, 30 min; activity change, % (test concentration not listed), hits read low; 360,000 compounds, 0.3% hits; in the data active = activity change below about -30%; also: % is scaled to controls: 0 for no effect and ±100 for the full control effect
#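 TRiC (40 or 20 nM final, by batch activity) in 30 mM Tris pH 7.4, 100 mM KCl, 5 mM MgCl2, 1 mM DTT was treated with compound at 76 uM single dose, then 10 uM ATP, 30 min at 37 °C. ADP was read by HTRF Transcreener.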
# pAkt inh: HTS Assay for Inhibitors of Akt Phophorylation: Primary Screen | Neuro2A IGF-stimulated pAkt S473 HTRF, 20 min; hits give low values | activity change, % for hits at 50 µM | 360,000 compounds, 0.32% hits; in the data active = activity change below about -80%; inconclusive = mostly about -51% to -80%; also: % is scaled to controls: 0 for no effect and ±100 for the full control effect
#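 Neuro2A cells (4,500/well, DMEM with 0.5% FBS) were treated with compound at a single 50 µM final concentration, stimulated with 6 nM IGF for 20 min at 37 °C, and lysed. Phospho-Akt Ser473 was read by HTRF as 665/615 ratio ×10^4.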
# Nrf2 activator: qHTS of Nrf2 Activators; AREc32 ARE-luciferase reporter (MCF7-derived line), luminescence, 24 h; Potency, µM (titrated, usually from 46.1 µM), for inactives: at the highest dose activation, usual class: activators; 410,000 compounds, 0.31% hits; AID 624171, 2012; also: potency is read from the fitted curve at half-maximal effect; % of control where 0% means no effect; nearly all actives have a fitted effect of over 65% in size
#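 Luciferase luminescence (Steady-Glo, 30 min at room temperature) served as the read-out of ARE activation in AREc32 cells treated with compounds for 24 hr at 37 deg C.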
# EPAC2 ag: qHTS for Agonist of cAMP-regulated guanine nucleotide exchange factor 4 (EPAC2): primary screen; Rap guanine nucleotide exchange factor 4 (Homo sapiens), Q8WZA2; EPAC2 activation, biochemical qHTS; response scale: 100% = 6.5 mM cAMP response; Potency, µM (titrated, usually from 154 µM), for the others: at the top dose activation, hits mostly activators; 360,000 compounds, 0.079% hits; also: potency is read from the fitted curve at half-maximal effect; nearly all actives have a fitted effect of over 50% in size
#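 Compounds were added across a concentration range to EPAC2 (100 nM), RAP1B-BODIPY-GDP (250 nM) and GDP (50 uM). After 5 min at room temperature, fluorescence was recorded at 5-min intervals for 30 min.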
# TGFb SMAD3 inh: qHTS for Inhibitors of TGF-b; Potency, µM (top dose mostly 46.1 µM), for inactives: top-dose activity, negative = inhibition, actives largely listed as inhibitors; HepG2 CAGA-GFP TGF-b/SMAD3 reporter, GFP fluorescence, 18 h; TGF-beta stimulated, 500 pg/mL final; 410,000 compounds, 1.2% hits; also: potency is read from the fitted curve at half-maximal effect; % is scaled to controls: 0 for no effect and ±100 for the full control effect; nearly all actives have a fitted effect of over 65% in size
#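 Inhibition of TGF-beta-driven CAGA-GFP reporter expression in HEPG2 cells is measured by cellular GFP fluorescence after 18 h stimulation with 500 pg/mL recombinant TGF-beta in 1% FBS medium at 37 degrees C.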
# MmCpn inh: Inhibitors of TCP-1 ring complex (TRiC) of Methanococcus maripaludis (MmCpn): qHTS | Chaperonin Mm-Cpn (Methanococcus maripaludis) | purified Mm-Cpn ATPase, ADP Transcreener TR-FRET | Potency, µM (top dose mostly 76.9 µM), for the others: at the top dose activity, negative = inhibition, actives largely listed as inhibitors | 330,000 compounds, 0.031% hits; also: potency is read from the fitted curve at half-maximal effect; % is scaled to controls: 0 for no effect and ±100 for the full control effect; nearly all actives have a fitted effect of over 80% in size
#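 ATPase read-out: TR-FRET ADP immunoassay (anti-ADP Eu cryptate vs ADP-d2), ex 320 nm, em 590/665 nm; signal drops as ADP forms. Enzyme 25 nM, ATP 10 uM, 30 min at 37°C after 10 min compound preincubation.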
# Nrf2 inh: Nrf2 qHTS screen for inhibitors | A549 ARE-Fluc reporter, luciferase luminescence, 18-24 h | 360,000 compounds, 2.1% hits | Potency, µM (highest dose often 46 µM), for inactives: top-dose activity change, negative = inhibition, most hits filed as inhibitors | AID 504444, 2011; also: potency is read from the fitted curve at half-maximal effect; % is scaled to controls: 0 for no effect and ±100 for the full control effect; nearly all actives have a fitted effect of over 60% in size
#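 Two sequential reads on A549 ARE_Fluc cells exposed to compound for 18-24 h: a CellTiter-Fluor fluorescence read for viability, then a luciferase luminescence read for Nrf2/ARE activity.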
# Active calls of the source: *; i = inactive; ? = inconclusive; / = not tested or not shown; [ ] = dose if it differs, or a comment. Unless noted, calls follow the shape of the dose curve; as a rule, active = well fitted curve in the direction sought with a large enough effect; inconclusive = small, poorly fitted or top-dose-only effect, or another doubt; inactive = no such curve, though single readings can be large; an effect the other way counts as inactive or inconclusive. Some of the compounds tested (hit frequency here may not be typical).
# Labels used below – A = EPAC2 antag; B = A549 tox; C = CCT chaperon mod; D = pAkt inh; E = Nrf2 activator; F = EPAC2 ag; G = TGFb SMAD3 inh; H = MmCpn inh; I = Nrf2 inh
molecule: COc1cccc(/C=N/Nc2c(Cl)cncc2Cl)c1O
  A: -7%; B: 6%; C: 1.8; D: i; E: 9.7%; F: -2%; G: -23%; H: 0%; I: 17%
molecule: CN(C)c1nc(SCc2ccc(Cl)cc2)nc2c1CCCC2
  A: -5%; B: -3%; C: -2.8; D: i; E: -0.3%; F: 8%; G: -8%; H: 2%; I: ?
molecule: Cc1ccc(NC(=O)CCc2nc3ccccc3c(=O)[nH]2)cc1S(=O)(=O)N1CCOCC1
  A: 6%; B: 1%; C: -0.2; D: i; E: 0.7%; F: 2%; G: 0%; H: -3%; I: -8%
molecule: CC(=O)c1ccc(N2CCN(C(=O)c3ccc4ccccc4n3)CC2)cc1
  A: -1%; B: 5%; C: -2.7; D: i; E: 0.2%; F: 1%; G: 12%; H: 1%; I: 21%
molecule: CC(C)c1ccc(CC(=O)N2CCC2(C)C(=O)NCCC#N)cc1 (stereo not given)
  A: -1%; B: /; C: 0.5; D: i; E: -1.4%; F: -1%; G: 11%; H: /; I: /
molecule: CCCn1cnc2c(SCc3ccccc3)nc(N)nc21
  A: -5%; B: 2%; C: -1.3; D: i; E: 4.5%; F: 13%; G: 5%; H: /; I: 18%
molecule: Fc1cccc(NC(=S)NCC(c2cccnc2)N2CCOCC2)c1 (stereo not given)
  A: 23%; B: 9%; C: 0.9; D: i; E: 0.3%; F: 2%; G: 4%; H: -2%; I: 14%
molecule: CCN1CC(CNCc2cn(-c3ccc(OC)cc3)nc2-c2ccccc2Cl)CC1=O (stereo not given)
  A: -13%; B: -9%; C: -0.5; D: i; E: 2.2%; F: 7%; G: -16%; H: -3%; I: 0%
molecule: O=C(CN1CCCCC1)Nc1c2c(nc3ccccc13)N(c1ccccc1)CC2
  A: 3%; B: -1%; C: 0.8; D: i; E: 17%; F: -7%; G: ?; H: -9%; I: ?
molecule: COCCNc1nc(CSc2ccccc2)nc2sc(C)c(C)c12
  A: -10%; B: 12%; C: -0.8; D: i; E: 0.3%; F: 24%; G: -19%; H: 1%; I: -22%
molecule: CC(=O)c1cccc(N(CC(=O)NC2CCCCC2)C(=O)CNC(=O)c2cccs2)c1
  A: ?; B: 13%; C: 1.3; D: i; E: 0.7%; F: 1%; G: -10%; H: 1%; I: -12%
molecule: COc1ccc(Cl)cc1C(=O)NC(=S)Nc1cc(-c2nc3ccccc3[nH]2)ccc1C
  A: 6%; B: -9%; C: 0.0; D: i; E: 6.8%; F: 18%; G: 6%; H: ?; I: /
molecule: Cc1cc(=O)c2cc(Br)ccc2n1CC(=O)NCc1ccccc1
  A: 4%; B: 1%; C: -0.1; D: i; E: -0.8%; F: 2%; G: -16%; H: -4%; I: ?
molecule: Cc1cc2oc(=O)sc2cc1NS(=O)(=O)c1ccccc1
  A: -11%; B: 2%; C: -0.3; D: i; E: 7.0%; F: 5%; G: -22%; H: -3%; I: ?
molecule: N#CC1(c2ccccc2)CCCN1C(=O)c1ccc(Br)o1 (stereo not given)
  A: -2%; B: -10%[1.84 µM]; C: -1.2; D: i; E: -0.4%; F: 9%; G: -1%; H: -2%; I: 4%
molecule: NC(=O)C1(N2CCCCC2)CCN(Cc2ccc(F)cc2)CC1
  A: 4%; B: -4%; C: 0.9; D: i; E: 0.2%; F: -3%; G: -6%; H: 1%; I: /
molecule: C=CCn1c(COc2ccccc2)nnc1SCC(=O)NCC(=O)OCC
  A: 10%; B: -1%; C: -5.6; D: i; E: -0.9%; F: 14%; G: -31%; H: 0%; I: /
molecule: CCOC(=O)c1ccc(NC(=O)C2CCC(CNc3c(N4CCOCC4)c(=O)c3=O)CC2)cc1 (stereo not given)
  A: 7%; B: -1%; C: 0.3; D: i; E: 0.2%; F: 5%; G: 2%; H: 0%; I: 0%
molecule: CCc1ccc2occ(CC(=O)Nc3ccccc3C(F)(F)F)c2c1
  A: /; B: 0%; C: /; D: /; E: 0.2%; F: /; G: -42%; H: /; I: ?
molecule: CNC(=O)CN(C)S(=O)(=O)c1ccc(OC)c(Cl)c1
  A: -1%; B: 1%; C: -1.3; D: i; E: -0.7%; F: 10%; G: 19%; H: 0%; I: -8%
molecule: C#CCOC(=O)Nc1ccc(OCC(F)(F)F)nc1
  A: 4%; B: -3%; C: -1.4; D: i; E: 0.1%; F: -2%; G: -2%; H: -1%; I: 1%
molecule: Cc1cc(C)n2ncc(-c3cccc(Br)c3)c2n1
  A: -22%; B: 0%; C: 0.1; D: i; E: ?; F: 12%; G: 0%; H: -5%; I: 5%
molecule: CCN(CC)S(=O)(=O)c1ccc(-c2nnco2)cc1
  A: 12%; B: -4%; C: -0.2; D: i; E: -0.1%; F: 2%; G: 18%; H: -2%; I: 1%
molecule: CC(=O)N1CCc2c(sc(NC(=O)c3ccc(S(=O)(=O)N(C)C)cc3)c2C#N)C1
  A: -12%; B: -9%; C: 2.0; D: i; E: -0.9%; F: 7%; G: 1%; H: /; I: 4%
molecule: Cc1ccc(S(=O)(=O)N2CCC(C(=O)OCC(=O)N3CCCC(C)C3)CC2)cc1C (stereo not given)
  A: -5%; B: -1%; C: -0.1; D: i; E: -0.2%; F: 5%; G: -6%; H: 0%; I: -5%
molecule: Cc1cc(C)c(S(=O)(=O)n2ccc(-c3ccc(OCCN(C)c4ccccn4)cc3)n2)c(C)c1
  A: -2%; B: -1%; C: 0.0; D: i; E: -0.5%; F: 3%; G: 3%; H: 2%; I: 3%
molecule: COc1cc(C(=O)NCc2ccccc2)ccc1OC(F)F
  A: -1%; B: 0%; C: -2.3; D: i; E: -0.2%; F: 7%; G: 0%; H: 2%; I: 1%
molecule: CCOc1ccc(-n2cnc3scc(-c4ccc(OC)c(OC)c4)c3c2=O)cc1
  A: 50µM*; B: 3%; C: 1.8; D: i; E: 2.8%; F: 14%; G: 3%; H: -9%; I: -13%
molecule: Cc1nn2c(-c3ccc(S(=O)(=O)N4CCN(C)CC4)o3)nnc2c2ccccc12
  A: 4%; B: -1%; C: -1.1; D: i; E: ?; F: 2%; G: 10%; H: -5%; I: -21%
molecule: O=C(Nc1cc(S(=O)(=O)N2CCOCC2)ccc1N1CCOCC1)c1cn2ccccc2n1
  A: 18%; B: -2%; C: -3.6; D: i; E: 4.1%; F: 5%; G: 0%; H: 1%; I: -11%
molecule: COC(=O)c1ccc(N2CCN(C(C)=O)CC2)c(NC(=O)COc2ccccc2C)c1
  A: -9%; B: 5%; C: 2.3; D: i; E: 2.0%; F: 3%; G: 10%; H: 0%; I: -4%
molecule: COc1ccc(NC(=O)c2ccccc2Oc2ccccc2)cc1
  A: -22%; B: 14%; C: -0.2; D: i; E: -0.6%; F: 19%; G: -7%; H: 1%; I: -6%
molecule: O=C(Nc1ccc(CN2CCCCC2)cc1)c1ccc2c(c1)OCO2
  A: 10%; B: 26%; C: -1.5; D: i; E: 0.2%; F: 0%; G: ?; H: 0%; I: 2%
molecule: CC(C)n1c(O)c(N=NC(=O)CNC(=O)CCc2ccccc2)c2ccccc21
  A: -2%; B: -11%; C: -2.6; D: i; E: -0.4%; F: 8%; G: -16%; H: 0%; I: ?
molecule: CCc1cc2cc(C)cc(C)c2[nH]c1=S
  A: 5%; B: 1%; C: 0.8; D: i; E: -0.3%; F: 4%; G: 0%; H: -1%; I: 5%
molecule: COc1ccc(-c2cc(C(=O)Nc3cccc(S(=O)(=O)NCc4ccco4)c3)c3ccccc3n2)cc1OC
  A: -6%; B: -3%; C: 1.4; D: i; E: 3.1%; F: 10%; G: -36%; H: ?; I: 6%
molecule: CC(CNC(=O)c1ccc(C(C)(C)C)cc1)CN(C)C (stereo not given)
  A: 1%; B: 8%; C: -1.0; D: i; E: -0.3%[9.22 µM]; F: 1%; G: 0%; H: 0%; I: 8%
molecule: Cc1ccccc1N1CCN(C2CCCN(C(=O)c3cc(CC(C)C)nn3C)C2)CC1 (stereo not given)
  A: -9%; B: 0%; C: -0.8; D: i; E: 3.1%; F: -4%; G: -18%; H: -1%; I: ?
molecule: CCCCC(CC)C(=O)NCCc1ccc(S(N)(=O)=O)cc1 (stereo not given)
  A: -4%; B: /; C: -3.2; D: i; E: 0.0%; F: 14%; G: -9%; H: 1%; I: 11%
molecule: Cc1csc(NC(=O)c2cccc(S(=O)(=O)N3CCN(C)CC3)c2)n1
  A: -15%; B: -8%; C: -0.6; D: i; E: 3.4%; F: -9%; G: 1%; H: 2%; I: 2%
molecule: CCCCNC(=O)CCn1nc(-c2ccccc2)ccc1=O
  A: 3%; B: -4%; C: 2.6; D: i; E: -0.8%; F: -4%; G: 0%; H: -2%; I: -11%

# Grouped by structure, the entries above with a CF3 group.
# Labels used below – A = EPAC2 antag; B = A549 tox; C = CCT chaperon mod; D = pAkt inh; E = Nrf2 activator; F = EPAC2 ag; G = TGFb SMAD3 inh; H = MmCpn inh; I = Nrf2 inh
molecule: CCc1ccc2occ(CC(=O)Nc3ccccc3C(F)(F)F)c2c1
  A: /; B: 0%; C: /; D: /; E: 0.2%; F: /; G: -42%; H: /; I: ?
molecule: C#CCOC(=O)Nc1ccc(OCC(F)(F)F)nc1
  A: 4%; B: -3%; C: -1.4; D: i; E: 0.1%; F: -2%; G: -2%; H: -1%; I: 1%

# Screening results: PubChem, National Center for Advancing Translational Sciences (NCATS)
